Screening data as filed in PubChem.
a7 integrin act: activators of alpha7 integrin expression for muscular dystrophy; Potency, µM (titrated, usually from 38.3 µM), without a hit: at the top dose activation, actives largely listed as activators; alpha7betagal myoblasts, beta-gal FDG fluorescence, 48 h; actives 0.064% (n = 350,000);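 further: potency means the concentration at half of the fitted maximal effect; 100% = response of the positive control SU9516; nearly all actives have a fitted effect of over 60% in size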
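Alpha7betagal+/- myoblasts (passage 13) were plated 16-24 hr, then exposed to compounds (1:260 dilution of DMSO stock) for 48 hours at 37C. After MPER lysis, β-galactosidase reporter activity was read as FDG fluorescence (ex 480/em 540) after 30 minutes.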
BRCA1 expr up: activators of BRCA1 expression | MCF7-BRCA1-FFLuc reporter, luminescence, 48 h; response scale: scaled: vehicle 0%, 10 µM genistein 100% | Potency, µM (doses to about 46.1 µM), without a hit: top-dose activation, hits mostly activators | actives 1.1% (n = 380,000); further: potency means the concentration at half of the fitted maximal effect; nearly all actives have a fitted effect of over 80% in size; some results filed as inactive show a strong effect at the top dose
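Quantitative HTS in MCF7 cells stably reporting BRCA1 expression via firefly luciferase. Compound treatment lasts 48 h at 37 °C in phenol-red free MEM. Activation is expressed relative to genistein at 10 microM and DMSO.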
TCR act: activators of T cell receptors | primary human leukocytes, anti-CD3, IL-2 HTRF, 48 h | Potency, µM (top dose mostly 9.22 µM), for inactives: at the highest dose activation of IL-2 secretion, actives largely listed as activators | 330,000 tested, under 10 active; further: % of control where 0% means no effect
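IL-2 produced over 48 hr by a-CD3 bead-stimulated primary human leukocytes exposed to compounds was detected with a homogeneous time-resolved FRET immunoassay, 665nm acceptor signal after 320nm excitation.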
ELG1 repair inh: ELG1-dependent DNA repair inhibition | HEK293T ELG1-luciferase reporter, luminescence, 16 h; DNA damage induced by 5-fluorouridine | Potency, µM (series often up to 46.1 µM), inactives show at the highest dose activity change, negative = inhibition, hits mostly inhibitors | actives 2.3% (n = 330,000) | AID 504467; further: potency means the concentration at half of the fitted maximal effect; on the % scale 0 is the no-effect control and ±100 the full control effect; nearly all actives have a fitted effect of over 55% in size
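Luminescence from the luciferase reporter, measured 30 min after ONE-Glo reagent at room temperature, was the read-out. Beforehand, 2,000 cells per well were exposed for 16 hr at 37 °C to 5-fluorouridine together with compound or vehicle.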
TRPV1 ag: human TRPV1 agonism; Q8NER1; TRPV1-expressing cells, Fluo-8 calcium influx, agonist mode; activation, % at 8.33 µM; actives 0.19% (n = 320,000); AID 540275; in the data active means activation above about 80%; inconclusive means between about 30% and that limit; further: 0% is about no effect
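Fluo-8 calcium influx in TRPV1-expressing cells, kinetic read (ex 480/em 520 nm). Compound added and read 3 min for agonist activity, followed by capsaicin at EC20 final and 2 min further read for enhancement.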
CXXC DNA block: blocks binding of human MLL CXXC domain to DNA; actives 0.037% (n = 290,000); MLL-CXXC / FITC-HOXA9 DNA fluorescence polarization; AID 2662; Q03164; Potency, µM (titrated, usually from 115 µM), without a hit: top-dose activity change, negative = inhibition, most hits filed as inhibitors; active means well fitted inhibition curve with a large enough effect in the polarisation, with a control signal flat, not every such curve was filed as active; inconclusive means small, poorly fitted or top-dose-only effect, or effect the other way, or a change in a side signal; inactive means no such curve, though single readings can be large or run the other way; the % refers to the polarisation; further: potency means the concentration at half of the fitted maximal effect
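Purified MLL-CXXC (added from a 7 uM solution) was preincubated 5 min at ambient with pinned compounds in 50 mM Tris-HCl pH 7.5, 50 mM NaCl, 1 mM DTT, 0.05% BSA. Fluorescein-labeled HOX-A9 DNA (50 nM solution) followed, 30 min, then polarization read.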
p53 reactivation: restores transcriptional activity of mutant p53 | H1299 p53-A138V BP100-luciferase reporter, luminescence, 24 h | Potency, µM (highest dose often 92.2 µM), inactives show at the highest dose activity change, positive = activation, hits mostly activators | actives 0.063% (n = 320,000) | AID 504706; further: potency means the concentration at half of the fitted maximal effect; % of control where 0% means no effect; nearly all actives have a fitted effect of over 45% in size
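p53-null H1299 cells stably carrying temperature-sensitive p53-A138V and a BP100-luciferase reporter were pinned with compounds (4-point, 1:5 series) and held 24 hrs at 37 deg C. Luminescence was read 10 min after detection reagent.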
TSG101-PTAP inh: blocks PTAP/TSG101 interaction to inhibit HIV-1 budding; Fluorescence polarization, FITC-PTAP peptide / Tsg101 binding; Potency, µM (top dose mostly 115 µM), without a hit: at the top dose activity change, negative = inhibition, most hits filed as inhibitors; 340,000 tested, under 10 active; active means well fitted inhibition curve with a large enough effect in the main read-out, with a control signal flat, not every such curve was filed as active; inconclusive means small, poorly fitted or top-dose-only effect, or effect the other way, or a change in a side signal; inactive means no such curve, though single readings can be large or run the other way; further: potency means the concentration at half of the fitted maximal effect; % of control where 0% means no effect
Target sequence (Q99816 whole entry, looked up): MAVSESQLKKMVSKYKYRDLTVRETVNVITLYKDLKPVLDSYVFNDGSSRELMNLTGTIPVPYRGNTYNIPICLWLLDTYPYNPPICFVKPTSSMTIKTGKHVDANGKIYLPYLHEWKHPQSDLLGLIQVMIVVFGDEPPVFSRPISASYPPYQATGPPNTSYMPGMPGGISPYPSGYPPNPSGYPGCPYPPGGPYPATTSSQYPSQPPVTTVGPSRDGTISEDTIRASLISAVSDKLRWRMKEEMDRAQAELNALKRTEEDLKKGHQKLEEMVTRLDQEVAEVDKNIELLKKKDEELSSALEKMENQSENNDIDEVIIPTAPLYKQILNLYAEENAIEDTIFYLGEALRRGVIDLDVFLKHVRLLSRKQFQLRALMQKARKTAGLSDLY
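Fluorescence anisotropy tracks displacement of a FITC-tagged PTAP peptide (50 nM) from the Tsg101 binding domain (10 uM), following a 20 min room-temperature incubation at pH 7.5.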
B2AR arrestin: agonists driving beta-arrestin recruitment to human beta2-adrenergic receptor | P07550 | beta-arrestin recruitment to beta2AR, cell-based reporter | Potency, µM (series often up to 46.1 µM), without a hit: top-dose activation, usual class: activators | actives 0.02% (n = 330,000);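 further: potency means the concentration at half of the fitted maximal effect; 0% = DMSO controls and full agonism = EC100 isoproterenol or metaproterenol; nearly all actives have a fitted effect of over 65% in size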
Target sequence (P07550 whole entry, looked up): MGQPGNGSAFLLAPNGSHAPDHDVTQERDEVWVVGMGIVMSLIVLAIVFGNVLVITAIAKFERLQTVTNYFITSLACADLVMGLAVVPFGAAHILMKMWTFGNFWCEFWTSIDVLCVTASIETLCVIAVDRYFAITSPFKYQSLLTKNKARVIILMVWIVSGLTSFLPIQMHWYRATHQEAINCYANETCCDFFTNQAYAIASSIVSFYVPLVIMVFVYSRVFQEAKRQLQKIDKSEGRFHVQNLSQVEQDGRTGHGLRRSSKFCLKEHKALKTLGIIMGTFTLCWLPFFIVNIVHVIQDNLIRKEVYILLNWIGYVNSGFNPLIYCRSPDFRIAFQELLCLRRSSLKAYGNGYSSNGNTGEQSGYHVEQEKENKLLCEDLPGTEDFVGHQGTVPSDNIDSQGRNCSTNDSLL
A-T KAP1 phos: potential ataxia-telangiectasia treatment | […] A-T fibroblasts, KAP-1 phosphorylation AlphaLISA; neocarzinostatin DNA damage 30 min before lysis | Potency, µM (top dose mostly 57.5 µM), for inactives: at the highest dose activation, actives largely listed as activators | actives 0.19% (n = 320,000) | AID 485349; further: potency means the concentration at half of the fitted maximal effect; % of control where 0% means no effect; nearly all actives have a fitted effect of over 45% in size
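ATM-like activity read as KAP-1 phosphorylation via AlphaLISA donor/acceptor antibody pairs after lysis and 6 hr at 25C. Cells were ATM-null patient fibroblasts ([…], hTERT), dosed 60 min, then exposed to the DSB inducer NCS for 30 min.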
* = called active by the depositor; ? = inconclusive; · = no result given; [ ] = dose if it differs, or a comment. Unless noted, the call rests on the fitted dose curve; in most records, active means well fitted curve in the direction sought with a large enough effect; inconclusive means small, poorly fitted or top-dose-only effect, or another doubt; inactive means no such curve, though single readings can be large; an effect the other way counts as inactive or inconclusive. Hits appear at their usual frequency. Share with any hit: about 3.8%.

[1] O=C(Nc1cccc(Cl)c1Cl)c1ccccc1NC(=O)C1CC=CCC1C(=O)O (stereo unspecified)
[2] CC(=O)c1cc2c(cc1NC(=O)CN1Cc3ccccc3C1=O)OCO2
[3] COc1ccccc1NS(=O)(=O)c1cccs1
[4] CCOC(=O)c1nc(N)c(=O)n(-c2ccc(C)cc2)n1
[5] Cc1noc(C)c1COc1ccccc1C(=O)NCc1ccccc1Cl
[6] O=[N+]([O-])c1ccc(O)c(/C=N/Nc2ccc(Cl)nn2)c1
[7] C=CCNC(=O)c1onc(CSc2cc(C)cc(C)c2)c1C(=O)O
[8] CCN(CC)C(=O)Cn1nc(-c2ccc(Cl)cc2)c2ccccc2c1=O

assay / entry	1	2	3	4	5	6	7	8
A-T KAP1 phos	1%	1%	-2%	-3%	13%	-4%	-1%	-2%
p53 reactivation	6%	4%	1%	1%	-6%	?	-3%	-2%
a7 integrin act	27%	39%	-14%	0%	0%	-38%[inhibitor]	21%	0%
BRCA1 expr up	-10%	0%	21%	3%	-18%	?	11%	-2%
TSG101-PTAP inh	1%	1%	-2%	-5%	0%	0%	-4%	-3%
B2AR arrestin	-0.3%	-0.1%	0.5%	-1.3%	0.2%	7.5%	-0.7%	-0.1%
TRPV1 ag	1	-10	2	0	?	-5	-3	4
TCR act	5%	2%	3%	-9%[46.1 µM]	0%	-1%	-253%	0%
ELG1 repair inh	7%	-1%	-1%	-1%	-16%	?	10%	-10%
CXXC DNA block	14%	12%	-3%	8%	·	17%	-20%	-9%

[9] Cc1ccc(S(=O)(=O)/C(C#N)=C/c2c(N3CCN(C)CC3)nc3c(C)cccn3c2=O)cc1
[10] O=C1CN(CC(=O)NC2CCCc3ccccc32)CCN1 (stereo unspecified)
[11] Cc1cc(=O)oc2c(C)c(OC(C)C(=O)NCCCN3CCCC3=O)ccc12 (stereo unspecified)
[12] COc1ccccc1NC(=O)CCS(=O)(=O)c1ccc2c(c1)NC(=O)C(C)S2 (stereo unspecified)
[13] CN(C)C(CNC(=O)CCCOc1ccccc1)c1ccco1 (stereo unspecified)
[14] N#CC1=C(N)N(c2ccc(F)cc2)C2=C(C1c1ccc(O)cc1)S(=O)(=O)CC2 (stereo unspecified)
[15] O=C(/C(=N/N=C/c1ccc(O)c(O)c1)c1ccccc1)c1ccccc1
[16] Cc1ccc(C(=O)NNC(=O)c2nn(-c3ccc(F)cc3)ccc2=O)cc1

assay / entry	9	10	11	12	13	14	15	16
A-T KAP1 phos	-1%	-17%	-2%	-1%	3%	0%	3%	77%
p53 reactivation	10%	-3%	-2%	0%	20%	-1%	?	4%
a7 integrin act	0%	-58%[inhibitor]	-13%	?	-18%	14%	-21%	-1%
BRCA1 expr up	-7%	-3%	12%	-24%	31%	-4%	-42%	23%
TSG101-PTAP inh	-15%	7%	-4%	-5%	-3%	0%	-1%	-1%
B2AR arrestin	-0.1%	-0.2%	0.3%	-0.6%	0.4%	-0.1%	-1.0%	-0.9%
TRPV1 ag	?	-2	-2	1	7	-2	0	2
TCR act	-2%	4%	10%	0%	-3%	2%	-1%[46.1 µM]	2%
ELG1 repair inh	-3%	4%	2%	3%	?	7%	-26%	17%
CXXC DNA block	-2%	16%	7%	-1%	-4%	5%	5%	4%

[17] COC(=O)C(Cc1ccc(O)cc1)NC(=O)CCOc1ccc(OC)cc1 (stereo unspecified)
[18] Cc1ccc(OCC(=O)NCCCNC(=O)c2ccc(C)nc2)cc1
[19] Cc1ccc(OCCNC(=O)/C=C/c2ccccc2)cc1
[20] COC(=O)CCCC(=O)N1CCCC(C(=O)c2ccc(OC)cc2C)C1 (stereo unspecified)
[21] CCOC(=O)/C(=C/C1=CC(=C/N(C)C)/C(=O)O1)C(C)=O
[22] c1ccc(CSCc2cn3ccccc3n2)cc1
[23] COc1cccc(CN2CCN(Cc3ccon3)CC2CCO)c1 (stereo unspecified)
[24] CC(C)(C)CN1C(N)=NC[C@@H]1c1ccccc1

assay / entry	17	18	19	20	21	22	23	24
A-T KAP1 phos	-3%	-5%	1%	7%	-13%	24%	-2%	·
p53 reactivation	·	-1%	0%	-3%	2%	1%	-3%	·
a7 integrin act	-20%	2%	-23%	18%	-8%	18%	17%	-21%
BRCA1 expr up	0%	-22%	-8%	10%	1%	2.8µM*	11%	2%
TSG101-PTAP inh	-3%	-4%	-2%	-2%	?	-1%	0%	-2%
B2AR arrestin	-0.2%	0.1%	-0.3%	0.2%	-1.1%	0.1%	-0.3%	·
TRPV1 ag	1	2	23	1	4	5	-2	·
TCR act	0%	4%	-8%[46.1 µM]	-3%	-2%	-2%	·	-1%
ELG1 repair inh	-3%	-2%	-3%	5%	-2%	?	-23%	·
CXXC DNA block	1%	0%	-1%	-4%	?	1%	12%	·

Sorted by the number under TRPV1 ag (largest number first): 4 of the compounds above
#	Compound	TRPV1 ag
19	Cc1ccc(OCCNC(=O)/C=C/c2ccccc2)cc1	23
22	c1ccc(CSCc2cn3ccccc3n2)cc1	5
20	COC(=O)CCCC(=O)N1CCCC(C(=O)c2ccc(OC)cc2C)C1 (stereo unspecified)	1
23	COc1cccc(CN2CCN(Cc3ccon3)CC2CCO)c1 (stereo unspecified)	-2

The list goes on.
[25] Cc1cccc(Cl)c1OCCCCn1ccnc1
[26] COC(=O)c1cc(S(=O)(=O)N2CCN(c3ccc(C(C)=O)cc3)CC2)cn1C
[27] COc1ccc(S(=O)(=O)N2CCCCCC2)cc1N(C)S(=O)(=O)c1ccccc1
[28] O=C(CSc1nnc(Cc2cc(=O)[nH]c(=O)[nH]2)n1-c1ccc(Cl)cc1)NCC1CCCO1 (stereo unspecified)
[29] O=C(NCCCN1CCCCC1)C1CCC(=O)N1CCc1ccccc1 (stereo unspecified)
[30] O=C1Nc2ccccc2O/C1=C\c1c(F)cccc1Cl
[31] COc1cc(NS(=O)(=O)c2ccc(NC(=S)NC(=O)c3ccc(Br)cc3)cc2)ncn1
[32] CCCCN(CCCC)CCCNC(=O)C1CC(c2ccc(C(F)(F)F)cc2)=NO1 (stereo unspecified)

assay / entry	25	26	27	28	29	30	31	32
A-T KAP1 phos	2%	9%	2%	-3%	2%	-6%	-1%	-10%
p53 reactivation	0%	-2%	-16%	2%	-2%	16%	-1%	-1%
a7 integrin act	10%[7.66 µM]	9%	-40%	8%	22%	-29%	?	16%
BRCA1 expr up	-46%	-27%	-8%	35%	-7%	-53%	-5%	-29%
TSG101-PTAP inh	-4%	0%	-1%	-1%	-2%	1%	-3%	0%
B2AR arrestin	0.0%	0.1%	-0.6%	0.1%	-0.1%	0.3%	-0.8%	-0.8%
TRPV1 ag	2	-2	26	0	0	-3	-1	-1
TCR act	-14%	3%	3%[46.1 µM]	-5%	-16%	4%	-6%	13%
ELG1 repair inh	2%	?	?	8%	10%	-2%	-4%	7%
CXXC DNA block	-6%	3%	11%	-4%	8%	1%	9%	2%

[33] CCOc1cc(C(c2c(C)[nH][nH]c2=O)c2c(C)[nH][nH]c2=O)ccc1OCc1ccc([N+](=O)[O-])cc1
[34] COc1ccc(/C=N/NC(=O)c2cccc(O)c2)cc1Cn1nc(C)c([N+](=O)[O-])c1C
[35] CC1(C)N=C(N)N=C(N)N1c1ccc(OCCCOc2ccccc2)c(Cl)c1
[36] CCCOc1cccc(C(=O)NCCCNC(=O)c2cccnc2)c1

assay / entry	33	34	35	36
A-T KAP1 phos	2%	-5%	7%	1%
p53 reactivation	-1%	1%	-4%	?
a7 integrin act	-9%	-17%	-52%[inhibitor]	-1%
BRCA1 expr up	2%	-48%	-51%	2%
TSG101-PTAP inh	-10%	-4%	1%	0%
B2AR arrestin	0.3%	0.3%	-0.8%	0.5%
TRPV1 ag	0	-2	8	4
TCR act	2%	1%	3%	-7%
ELG1 repair inh	-7%	7%	2.6µM*	9%
CXXC DNA block	-1%	4%	?	?

Shown in markdown: 2 of the compounds above
| No. | SMILES | A-T KAP1 phos | p53 reactivation | a7 integrin act | BRCA1 expr up | TSG101-PTAP inh | B2AR arrestin | TRPV1 ag | TCR act | ELG1 repair inh | CXXC DNA block |
| --- | --- | --- | --- | --- | --- | --- | --- | --- | --- | --- | --- |
| 36 | CCCOc1cccc(C(=O)NCCCNC(=O)c2cccnc2)c1 | 1% | ? | -1% | 2% | 0% | 0.5% | 4 | -7% | 9% | ? |
| 34 | COc1ccc(/C=N/NC(=O)c2cccc(O)c2)cc1Cn1nc(C)c([N+](=O)[O-])c1C | -5% | 1% | -17% | -48% | -4% | 0.3% | -2 | 1% | 7% | 4% |
